Assay outcomes: PubChem, Broad Institute
CASP6 VEID inh – human caspase-6 inhibitors, primary screen, biochemical, VEID-R110 fluorescence, single point, set 2. purified caspase-6, Z-VEID-R110 cleavage fluorescence. actives 0.53% (n = 350,000). inhibition, % at 12.5 µM. P55212;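 active means mean inhibition across replicates at least about 35%, with every replicate also reaching that limit, limit read from the data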;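 further: 0% = median of neutral control wells and 100% = no fluorescence left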
Target sequence (P55212 24-179 limits assumed): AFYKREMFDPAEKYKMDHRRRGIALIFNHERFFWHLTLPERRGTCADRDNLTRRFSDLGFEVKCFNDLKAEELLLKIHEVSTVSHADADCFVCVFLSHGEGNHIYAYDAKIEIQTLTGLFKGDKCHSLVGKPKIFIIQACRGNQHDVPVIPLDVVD
Target sequence (P55212 194-293 limits assumed): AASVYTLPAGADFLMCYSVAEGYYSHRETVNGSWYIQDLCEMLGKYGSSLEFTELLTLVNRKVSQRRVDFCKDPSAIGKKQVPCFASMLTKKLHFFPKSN
Statin myotox sup – suppressors of statin myotoxicity in C2C12 myotubes, primary screen, cell-based, single point, plate reader; C2C12 myotubes + simvastatin, ATP luminescence, 48 h; scaled: DMSO 0, geranylgeraniol control 100; rescue of ATP level, % at 7.49 µM; actives 0.78% (n = 330,000); AID 602340, 2012;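 active means mean ATP rescue above about 67%, or every replicate alone reaching that limit, limit read from the data, passing the limit was not always enough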;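 further: myotubes were challenged with 10 µM simvastatin during compound exposure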
SIRT5 block – SIRT5 desuccinylase inhibitors, primary screen, biochemical, fluorescence imaging, single point, set 5. Purified SirT5, succinyl-peptide AMC, trypsin-coupled fluorescence. actives 1.1% (n = 330,000). inhibition, % at 15 µM; in the data active means inhibition above about 15%
Target sequence (Q9NXA8 whole entry, looked up): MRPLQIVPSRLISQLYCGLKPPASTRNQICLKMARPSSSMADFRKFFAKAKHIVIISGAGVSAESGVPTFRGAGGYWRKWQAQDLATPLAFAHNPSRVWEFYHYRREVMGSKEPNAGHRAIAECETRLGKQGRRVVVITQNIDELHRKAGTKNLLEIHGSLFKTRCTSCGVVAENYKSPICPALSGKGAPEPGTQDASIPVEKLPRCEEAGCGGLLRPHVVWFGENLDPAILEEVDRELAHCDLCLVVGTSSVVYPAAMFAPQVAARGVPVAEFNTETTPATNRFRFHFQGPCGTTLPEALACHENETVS
FN deposit inh – inhibitors of fibronectin matrix deposition, primary screen, AH1F cells, Alexa488-fibronectin fluorescence, plate reader. AH1F fibroblasts, overnight. inhibition, % at 12.6 µM. actives 0.086% (n = 350,000);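 active means mean inhibition across replicates of 30% or more, regardless of how many single replicates reach that level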;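 further: positive control wells lacked labelled fibronectin entirely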
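test system = AH1F fibroblasts assembling fluorescent fibronectin matrix | quantity = 10000 AH1F cells per well | buffer or medium = DMEM plus 2% serum, read in PBS | doses = single dose, pinned | incubation = 1 h cell attachment, overnight exposure to compound and label | detection = fluorescence at 485 nm excitation, 525 nm emission | read-out basis = inhibition from reduced deposited-fibronectin fluorescence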
S100A4 MyoIIA – inhibitors of S100A4-myosin IIA peptide binding, primary screen, biochemical, fluorescence polarization, TAMRA-MyoIIA peptide. Protein S100-A4 (Homo sapiens), P26447. inhibition, % at 10.7 µM. actives 0.14% (n = 360,000);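 active means mean inhibition of at least 70% across replicates, with every replicate also reaching that level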
Target sequence (P26447 whole entry, looked up): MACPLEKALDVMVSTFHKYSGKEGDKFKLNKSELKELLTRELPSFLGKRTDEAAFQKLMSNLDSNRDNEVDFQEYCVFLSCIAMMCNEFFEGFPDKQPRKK
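Material: S100A4 monomer protein | Medium: HEPES pH 7.2 with CaCl2, KCl, NaCl, DTT, Triton | Reagent: Labelled myosin peptide probe, 5 nM | Doses: One dose per compound | Times: 5 min incubation before reading | Benchmarks: Neutral control DMSO, positive control TFP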
LGR2 inh – inhibitors of bursicon-induced LGR2 CRE-luciferase signal, primary screen, cell-based, HEK293, CRE-luciferase reporter, bursicon stimulation; inhibition, % at 9.99 µM; Drosophila bursicon receptor LGR2 (rickets); AID 720647, 2013; bursicon-stimulated, 4 h; actives 0.35% (n = 380,000);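 active means drop in luminescence signal, shown as inhibition above about 50% in the replicate tests, limit read from the data, passing the limit was not always enough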;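 further: agonist challenge used bursicon conditioned medium at about half maximal strength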
esBAF inh – Bmi1 luciferase reporter increase in mESCs, primary screen, esBAF inhibitor project, mouse ES cells, Bmi1 luciferase knock-in, single point; 24 h; 100% = twice the neutral-well signal; reporter increase, % at 12.5 µM; actives 2% (n = 350,000); AID 602393, 2012; in the data active means activation above about 40%;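 further: 0% = median of the plate's neutral control wells and 100% = double that signal; a rise in the Bmi1 reporter signal indicates esBAF inhibition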
Active calls of the source: *; . = no result given. A portion of the library; count on the stated rates, not on these rows.

entry	canonical_smiles	SIRT5 block	Statin myotox sup	FN deposit inh	S100A4 MyoIIA
1	CNc1nc(C(=O)O)nc(N2CCOCC2)n1	-2	0	.	7
2	Cc1nc2c(-c3ccc(F)cc3)c(C)nn2c(C)c1CCC(=O)Nc1ccccc1F	-2	-11	18	0
3	COc1cccc(Nc2nc(C(N)CCc3ccccc3)cs2)n1 (stereo not drawn)	-2	-14	-6	6
4	COc1ccc(CN(CCC(C)C)S(=O)(=O)c2ccccc2Br)c(OC)c1	-5	-11	-3	-1
5	c1ccc(OCCNc2nc(NCC3CC3)nc3cc(-c4ccccc4)sc23)cc1	0	-73	6	-3
6	Cc1ccc2c(CN3CCCCC3C)cc(=O)oc2c1C (stereo not drawn)	-3	-12	1	0
7	Cc1ccc(/C(N)=N/OC(=O)C(C)c2ccc([N+](=O)[O-])cc2)cc1 (stereo not drawn)	-1	4	-5	-1
8	COc1ccccc1CN1[C@@H]2Cn3c(cccc3=O)[C@H]1[C@@H](C(=O)N1CCc3ccccc3C1)[C@@H]2CO	-1	-5	0	-6
9	COc1cc(C2C3=C(CC(C)(C)CC3=O)N(C)C3=C2C(=O)CC(C)(C)C3)ccc1O	-2	-1	3	1
10	O=C(COC(=O)c1cccc(S(=O)(=O)NCc2ccccc2)c1)c1ccccc1	.	-4	-2	.
11	NCC[C@@H]1CC[C@H](NS(=O)(=O)c2ccc(Cl)cc2)[C@H](CO)O1	-3	3	-12	-4
12	CN(C(=O)c1cccc(NC(=O)C2CCCN(C(=O)OC(C)(C)C)C2)c1)C1CCC1 (stereo not drawn)	.	-40	-7	-7
13	C=CCNC(=O)c1ccccc1NC(=O)COc1ccc(OC)cc1	-1	.	2	2
14	C/C=C/c1cnc2c(c1)C(=O)N([C@@H](C)CO)C[C@@H](C)[C@H](CN(C)S(=O)(=O)c1ccc(C)cc1)O2	-6	.	5	-5
15	O=C(COC(=O)CNC(=O)c1ccc(Cl)c([N+](=O)[O-])c1)NC(=O)CN1CCCC1=O	-12	-2	.	-7

entry	CASP6 VEID inh	LGR2 inh	esBAF inh
1	-1	4	-6
2	-2	23	-4
3	-5	3	-7
4	3	7	-1
5	0	0	6
6	0	-10	8
7	0	-21	2
8	-1	0	0
9	-6	8	10
10	.	-1	-3
11	0	-15	4
12	4	0	-12
13	3	.	.
14	2	3	2
15	16	-14	4

An excerpt from above, reduced to FN deposit inh:
cpd	canonical_smiles	FN deposit inh
7	Cc1ccc(/C(N)=N/OC(=O)C(C)c2ccc([N+](=O)[O-])cc2)cc1 (stereo not drawn)	-5
8	COc1ccccc1CN1[C@@H]2Cn3c(cccc3=O)[C@H]1[C@@H](C(=O)N1CCc3ccccc3C1)[C@@H]2CO	0
9	COc1cc(C2C3=C(CC(C)(C)CC3=O)N(C)C3=C2C(=O)CC(C)(C)C3)ccc1O	3
10	O=C(COC(=O)c1cccc(S(=O)(=O)NCc2ccccc2)c1)c1ccccc1	-2
11	NCC[C@@H]1CC[C@H](NS(=O)(=O)c2ccc(Cl)cc2)[C@H](CO)O1	-12

The listing picks up, repeating the 2 entries before the break.
entry	canonical_smiles	SIRT5 block	Statin myotox sup	FN deposit inh	S100A4 MyoIIA
14	C/C=C/c1cnc2c(c1)C(=O)N([C@@H](C)CO)C[C@@H](C)[C@H](CN(C)S(=O)(=O)c1ccc(C)cc1)O2	-6	.	5	-5
15	O=C(COC(=O)CNC(=O)c1ccc(Cl)c([N+](=O)[O-])c1)NC(=O)CN1CCCC1=O	-12	-2	.	-7
16	CCc1ccc(NC(=O)Nn2cnnc2)cc1	2	-2	.	0
17	CCc1ccccc1NS(=O)(=O)c1c(C(=O)N2CCCCCC2)c(C)n(C)c1C	-1	1	0	23
18	CC1CCC(NC(=O)CN(C)S(=O)(=O)c2ccc3c(c2)CCC(=O)N3)CC1 (stereo not drawn)	0	7	-12	-2
19	Cc1ccccc1-c1nc(CS(=O)(=O)CC(=O)NCc2ccco2)c(C)o1	-3	.	5	1
20	O=C(CN(c1ccc(F)cc1)S(=O)(=O)c1ccccc1)NC1CC2CCC1C2 (stereo not drawn)	-1	1	8	2
21	CS(=O)(=O)Nc1ccc2c(c1)[C@@H]1C[C@@H](CC(=O)N3CCOCC3)O[C@H](CO)[C@@H]1O2	3	-6	-10	5
22	Cn1c(N)c(C(=O)COC(=O)/C=C/c2cccc(Br)c2)c(=O)n(C)c1=O	-2	4	0	-1
23	C[C@@H]1CN([C@H](C)CO)C(=O)c2c(c3ccccc3n2C)-c2ccccc2CO[C@@H]1CN(C)C(=O)[C@@H]1CCCN1C	2	-6	0	-6
24	O=C(O)CCC/C=C\C[C@@H]1[C@@H](/C=C/[C@@H](O)COc2cccc(Cl)c2)[C@H](O)C[C@@H]1O	-4	-1	-8	1
25	CCCN1C(=O)/C(=C\c2nc3ccccc3c(=O)[nH]2)c2ccccc21	-1	-16	.	2
26	NC(=S)Nc1ccc2c(c1)OCO2	4	.	-1	0
27	CCOC(=O)C1CCN(C(=O)COC(=O)c2nc3nc(C)cc(C)n3n2)CC1	5	1	.	-1
28	C[C@H]1CN([C@@H](C)CO)C(=O)c2cc(NC(=O)Cn3cnnn3)ccc2O[C@@H]1CN(C)Cc1ccc(Oc2ccccc2)cc1	3	42	.	-11
29	Cc1cccc(C)c1C(O)c1ncc(-c2cccc3ccccc23)[nH]1 (stereo not drawn)	-9	1	6	-2
30	Cc1c(NC(=O)c2ccc(S(=O)(=O)N(C)C)cc2)cccc1-n1cnnn1	1	8	.	0

entry	CASP6 VEID inh	LGR2 inh	esBAF inh
14	2	3	2
15	16	-14	4
16	0	-27	5
17	0	-4	-4
18	1	11	-4
19	3	-3	.
20	3	8	-9
21	1	2	-7
22	1	-8	-6
23	-1	11	7
24	3	-11	3
25	-2	11	-7
26	2	11	.
27	0	7	.
28	1	-15	1
29	-1	2	-2
30	-3	1	7

Of the compounds above, these have a COOH group.
entry	canonical_smiles	SIRT5 block	Statin myotox sup	FN deposit inh	S100A4 MyoIIA
1	CNc1nc(C(=O)O)nc(N2CCOCC2)n1	-2	0	.	7
24	O=C(O)CCC/C=C\C[C@@H]1[C@@H](/C=C/[C@@H](O)COc2cccc(Cl)c2)[C@H](O)C[C@@H]1O	-4	-1	-8	1

entry	CASP6 VEID inh	LGR2 inh	esBAF inh
1	-1	4	-6
24	3	-11	3

(further entries)
entry	canonical_smiles	SIRT5 block	Statin myotox sup	FN deposit inh	S100A4 MyoIIA
31	CCOC(=O)N1CCN(C(=O)c2cn(C)c3ccc(S(=O)(=O)N(CC)CC)cc3c2=O)CC1	13	16	3	0
32	O=C(NCC1CC1)c1cccc2c(-c3ccc(F)c(F)c3)coc12	0	-7	4	-5
33	CC(C)(C)SCCNC(=O)CN(c1ccccc1)S(=O)(=O)c1ccccc1	-3	9	0	3
34	NC(=O)c1ccc(-n2nnnc2Oc2ccc(Br)cc2)cc1	-5	.	14	-4
35	C[C@H](CO)N1C[C@H](C)[C@H](CN(C)Cc2ccc(Cl)c(Cl)c2)Oc2ccc(NC(=O)C3CCCCC3)cc2C1=O	-9	-24	.	-5
36	Cc1cccc(N(C)S(=O)(=O)c2nnc(NC(=O)c3ccco3)s2)c1	-3	-10	-6	-2
37	O=C(Nc1ccccc1C(=O)NCc1cccnc1)c1ccccc1Cl	-1	3	11	6
38	CC(=O)Nc1cc(-c2cccc(CO)c2)cn2c(-c3ccc(C(C)=O)cc3)cnc12	0	-23	4	-2
39	O=C(c1ccc(F)cc1)N1CC(=O)N2[C@H](C1)[C@@H](c1ccc(-c3cccnc3)cc1)[C@@H]2CO	-2	.	.	-1
40	O=C(NCCc1ccccc1)C1CCN(C(=O)c2ccc(F)cc2)CC1	.	5	-2	-4
41	CS(=O)(=O)c1ccc(-c2cccc(NC(=O)c3ccc4c(c3)OCO4)c2)nn1	0	2	-9	24
42	C[C@H]1CN([C@@H](C)CO)C(=O)c2cccc(NC(=O)c3ccncc3)c2O[C@H]1CN(C)S(=O)(=O)c1ccc(Cl)cc1	5	15	.	-3
43	COc1ccc(CN(C)Cc2nc3cc(OC)c(OC)cc3c(=O)[nH]2)c(OC)c1	1	5	0	-1
44	Cc1cccc(CCNS(=O)(=O)c2cnc[nH]2)c1	-6	.	2	-3
45	Cc1ccc2cccc(Oc3cnccn3)c2n1	.	3	-4	.

entry	CASP6 VEID inh	LGR2 inh	esBAF inh
31	-2	15	-6
32	1	-18	3
33	0	.	10
34	3	-4	.
35	1	-10	-2
36	-5	-8	-5
37	1	17	-3
38	3	3	0
39	6	6	.
40	-1	-11	4
41	-1	-22	-3
42	3	.	-2
43	-2	-6	-4
44	-1	3	.
45	.	.	-8

(list continues)
entry	canonical_smiles	SIRT5 block	Statin myotox sup	FN deposit inh	S100A4 MyoIIA
46	COc1cccc(NC(=O)C[C@@H]2CC[C@@H]3[C@H](COc4ccc(NS(=O)(=O)c5cccc(F)c5)cc4C(=O)N3C)O2)c1	.	-11	-7	.
47	COc1ccc(N2CCN(C(=S)Nc3ccc(S(N)(=O)=O)cc3)CC2)cc1	-5	.	-1	2
48	Cc1nnc(NCC=Cc2ccccc2)s1	1	.	-1	1
49	CCOc1ccc(NC(=O)NNC(=O)C(C)Oc2ccccc2OC)cc1 (stereo not drawn)	0	7	-1	7
50	CCCc1nnc(NC(=O)CCC(=O)N2CCN(Cc3cc(Cl)ccc3OC)CC2)s1	-1	-1	3	-5
51	CCOc1cc(NC(=S)Nc2ccccc2OC)c(OCC)cc1NC(=O)c1ccccc1C	.	31	8	.
52	CO[C@H]1CN(C)C(=O)c2cc(NC(=O)c3ccc(-c4ccccc4)cc3)ccc2OC[C@H](C)NC[C@@H]1C	7	-30	7	-10
53	CC(=O)Nc1ccc(NC(=O)COc2ccccc2C(=O)Nc2cccc(Cl)c2Cl)cc1	-2	.	.	0
54	COc1ccc(C(C(=O)NC2CCCCC2)N(Cc2ccco2)C(=O)c2ccccn2)c(OC)c1 (stereo not drawn)	0	-13	1	4
55	O=C(C[C@@H]1C=C[C@@H](NC(=O)Nc2ccc(C(F)(F)F)cc2)[C@H](CO)O1)NCc1cc(F)cc(F)c1	12	-8	6	-24
56	CC(C)(C)c1ccc(OCC(=O)NNC(=O)Nc2ccccc2)cc1	2	3	-9	13

entry	CASP6 VEID inh	LGR2 inh	esBAF inh
46	.	-4	4
47	2	4	.
48	-1	-8	.
49	2	-1	0
50	3	-1	5
51	.	.	-6
52	-2	7	-1
53	-4	-6	.
54	3	5	-4
55	0	29	-1
56	-1	-2	1
